Screening results from PubChem.
b-catenin transl: alters nuclear translocation of beta-catenin in HeLa cells; immunofluorescence imaging; nuclear translocation activity, % at 5 µM; 190,000 compounds, 0.3% hits;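 active = nuclear translocation activity above 50% at 5 µM, with a well cell count of 50 or more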;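 note: per-cell ratio of nuclear to cytoplasmic median beta-catenin stain intensity; plate controls were DMSO negative control for no effect and GSK-3 inhibitor IX positive control for full effect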
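Read-out: Nuclear/cytoplasmic beta-catenin signal ratio, % activation | Assay system: Human HeLa cell line | Times: 24 h compound exposure at 37°C, 5% CO2 | Signal: Fluorescence imaging of beta-catenin antibody stain plus DAPI | Dosing: 5 µM primary, 0.02–20 µM confirmation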
Dynein cargo inh: dynein cargo transport inhibition; 3617.4 mouse cells, GR-EGFP nuclear translocation imaging; test concentration mostly 20 µM; stimulated with dexamethasone, 1 µM; hits give low values; z-score, hits read low; 220,000 compounds, 0.47% hits; AID 1381;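 active = plate z-score of nuclear minus cytoplasmic receptor signal below a set negative limit, without overly bright fluorescence or cell loss, cut at about -3.5 in these data, passing the limit was not always enough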;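 note: z-score of nuclear minus cytoplasmic ring GR-EGFP intensity difference per well; some compounds called inactive have numbers as strong as hits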
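Buffer or medium: tet-free, stripped-serum medium; reagent: dexamethasone at 1.0 µM final, 30 min; incubation: 48 h induction, 1 h compound, 30 min dex at 37 °C; measured by: formaldehyde fixation, Hoechst nuclear stain, 10x automated fluorescence imaging; read-out: nuclear-to-cytoplasmic GR-EGFP distribution per well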
WT yeast gro inh: growth inhibition of WT yeast, mitochondrial fusion screen; mitochondrial fusion phenotypic screen, WT strain; inhibition, % at 10 µM; 190,000 compounds, 2.1% hits; in the data active = inhibition above about 58%; tested in S. cerevisiae
Insulin prom up: MIN6 insulin promoter up-regulation; MIN6 insulin promoter-GFP reporter, high-content imaging; hits give high values; z-score at 5 µM; 190,000 compounds, 0.3% hits; AID 1625;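 active = z-score above 3 at 5 µM with at least 500 cells counted in the well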
human PMI inhibition: MPI enzyme activity inhibition – biochemical, fluorescence intensity, coupled assay, primary screen (AID 1209). purified PMI enzyme, coupled fluorescence intensity; higher % means a stronger effect. one-dose inhibition, % at 20 µM; IC50 in µM for titrated hits. 190,000 compounds, 0.42% hits;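 note: plate controls were DMSO vehicle for no effect and wells lacking substrate for full effect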
Yfh1-off respiration: enhancers of respiration in Yfh1-depleted yeast, dose response, Friedreich's ataxia, plus single-dose screen (AID 1465); S. cerevisiae Yfh1-off respiration, WST-1 reduction, 72 h; higher fold induction means a stronger effect; fold induction at 50 µM, or EC50 in µM where a hit was titrated; 220,000 compounds, 0.074% hits;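 active = fold induction of absorbance versus untreated yeast above a set limit, then at least 30% activation at any dose in follow-up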;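 note: activators that raise dye reduction in frataxin-depleted yeast; strong numbers were not always called active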
MT stabilize HCS: stabilizes microtubules in HeLa cells. 200,000 compounds, 0.83% hits. % tubulin-high responders, % at 10 µM. AID 2205. HeLa tubulin immunostaining HCS, 24 h; share of cells brighter than vehicle mean+2SD;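 active = plate Z-score above 3 for both tubulin-high and condensed-nucleus cell shares, with cell loss under 80%, at 10 µM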;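 note: anti alpha tubulin signal scored within the nucleus-defined area of each cell; some results filed as inactive read as strong as hits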
Autophagy mod: autophagy modulation, high-content screen; 190,000 compounds, 0.98% hits; AID 463193; calls only at 10 µM (by protocol); MEF GFP-LC3 puncta imaging; test concentration mostly 10 µM;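 active = percentage of spot-positive cells more than 3 SD above its plate mean, without a fluorescence outlier flag or 80% toxicity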;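 note: spot-positive cell cutoff set from DMSO-treated cells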
human PMI inhibitors: MPI inhibition at elevated mannose 6-phosphate – biochemical, fluorescence intensity, high mannose 6-phosphate, primary screen (AID 1220). 190,000 compounds, 0.66% hits. one-dose inhibition, % at 20 µM; IC50 in µM for titrated hits. recombinant PMI enzyme, coupled fluorescence intensity; higher % means a stronger effect
WT yeast gro inh mutant strain: further read-out of WT yeast gro inh, marked with its call; inhibition, %; mitochondrial fusion phenotypic screen, mutant strain inhibition
Dynein cargo inh cytoplasmic EGFP: second read-out of Dynein cargo inh, no call of its own (marks repeat the call); z-score; measured here: cytoplasmic GR-EGFP intensity; hits give high values
Dynein cargo inh nuclear GR-EGFP: further read-out of Dynein cargo inh, marked with its call; z-score; measured here: nuclear GR-EGFP intensity;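 lower value marks the stronger effect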
Dynein cargo inh cell count: recorded beside Dynein cargo inh, whose call it bears; z-score; measured here: cell count per field
Insulin prom up cell count: recorded beside Insulin prom up, whose call it bears; cell count; measured here: cytotoxicity, nuclei count;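 total cells summed across four imaged fields per well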
b-catenin transl cell count 5 µM: second read-out of b-catenin transl, no call of its own (marks repeat the call); cell count; measured here: cell count, cytotoxicity flag
MT stabilize HCS Hoechst-high %: further read-out of MT stabilize HCS, marked with its call; % Hoechst-high responders; measured here: nuclear condensation Hoechst responders;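 share of cells brighter than vehicle mean plus two SD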
MT stabilize HCS cytotoxicity %: further read-out of MT stabilize HCS, marked with its call; toxicity, %; measured here: cytotoxicity by cell density;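 0% = mean cell density of plate MIN control wells and 100% = no cells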
Autophagy mod cell loss 18 h: also measured in Autophagy mod; calls as there; toxicity, %; measured here: cell loss, nuclei count;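 cell loss after 18 h compound exposure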
The depositor's hits bear a star; i = inactive; . = no result given. Cut-off read from the data, not from the text of the source, unless noted: active = inhibition above about 50%; inactive = the rest.

SMILES	b-catenin transl	b-catenin transl cell count 5 µM	Dynein cargo inh	Dynein cargo inh cytoplasmic EGFP	Dynein cargo inh nuclear GR-EGFP	Dynein cargo inh cell count	WT yeast gro inh	WT yeast gro inh mutant strain	Insulin prom up	Insulin prom up cell count	human PMI inhibition	Yfh1-off respiration	MT stabilize HCS	MT stabilize HCS Hoechst-high %	MT stabilize HCS cytotoxicity %	Autophagy mod	Autophagy mod cell loss 18 h	human PMI inhibitors
O=C(CSc1nnc(Cc2cccs2)n1-c1ccccc1)NCc1ccc2c(c1)OCO2	1.0	1064	-0.051	-0.18	0.11	-0.54	-3	-2	.	.	8%	i	1.5	2.5	17	i	2	12%
Cc1ccc(-c2nnc(-n3nnc4ccccc43)c3ccccc23)cc1	1.1	1377	1.4	-0.17	0.35	-0.68	-3	9	-0.18	893	-5%	i	3.2	1.4	1.3	i	5	-11%
CCN1C(=O)C(CC(=O)Nc2ccc(OC)cc2)N(Cc2ccc3c(c2)OCO3)C1=S (stereo unspecified)	.	.	0.95	-0.24	0.09	-1.2	2	25	-0.5	1302	6%	i	1.8	2.1	4.9	i	16	0%
COc1ccc2c3c1O[C@H]1C[C@@H](O)C=C[C@@]31CCN(C)C2	-3.6	1229	.	.	.	.	1	13	-0.1	1423	-7%	i	.	.	.	.	.	-12%
NC(=O)CC(NC(=O)c1ccccc1)c1ccc(NC2CCC2)c([N+](=O)[O-])c1 (stereo unspecified)	0.8	1361	-0.24	0.044	-0.085	0.19	.	.	0.24	1021	.	i	.	.	.	.	.	.
O=C(CC1CS(=O)(=O)CC1CC(=O)Oc1ccccc1F)Oc1ccccc1F (stereo unspecified)	.	.	1.8	-0.22	1.3	0.34	7	10	0.37	1274	2%	i	1.9	2.0	2.1	i	-1	-4%
COc1ccccc1NC(=O)c1ccc(CS(=O)(=O)c2ccc(C)cc2)cc1	-1.6	911	1	-0.19	0.81	-1.5	-9	-9	2.4	1539	16%	i	1.5	1.5	7.2	i	21	12%
CC(=O)Nc1ccc(S(=O)(=O)N2CCSC2C(=O)O)cc1 (stereo unspecified)	.	.	-0.27	-0.072	0.18	0.46	-5	-8	1.9	832	3%	i	1.1	1.3	3.2	i	-2	-2%
O=c1nc2cccc3c2=c(/c1=C(\O)c1ccccc1)c1ccccc1c3=O	3.0	964	0.95	0.051	1.1	-0.95	3	-2	0.5	1371	-17%	i	2.0	2.2	5.8	i	-3	24%
CC(C)(C)n1cnc2cc(NS(=O)(=O)c3ccc(Br)cc3)ccc21	.	.	-0.62	0.78	0.063	-0.7	4	5	-1.2	897	-4%	i	1.4	1.2	9.6	i	2	-7%
CCCCCC(=O)Nc1cccc(C2=NOC3(C2)C[C@H](C(N)=O)N(C(=O)COc2ccc(Cl)cc2)C3)c1 (stereo partly specified)	-1.4	1107	0.7	-0.69	0.42	-0.49	.	.	0.23	714	.	i	.	.	.	.	.	.
NC(=O)Nc1ccc(F)cc1	.	.	-0.3	1.3	0.051	0.26	0	-8	.	.	-7%	i	0.9	1.2	13	i	1	-4%

A few values from the entries so far.
`CCCCCC(=O)Nc1cccc(C2=NOC3(C2)C[C@H](C(N)=O)N(C(=O)COc2ccc(Cl)cc2)C3)c1` (stereo partly specified) in Insulin prom up is listed with 0.23
`O=C(CC1CS(=O)(=O)CC1CC(=O)Oc1ccccc1F)Oc1ccccc1F` (stereo unspecified) in human PMI inhibition is listed with 2%

Next section
SMILES	b-catenin transl	b-catenin transl cell count 5 µM	Dynein cargo inh	Dynein cargo inh cytoplasmic EGFP	Dynein cargo inh nuclear GR-EGFP	Dynein cargo inh cell count	WT yeast gro inh	WT yeast gro inh mutant strain	Insulin prom up	Insulin prom up cell count	human PMI inhibition	Yfh1-off respiration	MT stabilize HCS	MT stabilize HCS Hoechst-high %	MT stabilize HCS cytotoxicity %	Autophagy mod	Autophagy mod cell loss 18 h	human PMI inhibitors
CCCCOC(C)n1cc(F)c(=O)[nH]c1=O (stereo unspecified)	1.9	1030	-0.6	-0.29	-0.46	0.69	-19	-11	-0.01	1231	16%	i	4.0	3.6	7.1	i	-11	-4%
CCS(=O)(=O)Nc1ccc(C2=NN(C(C)=O)C(c3cccs3)C2)cc1 (stereo unspecified)	-0.1	1119	0.4	-0.16	0.24	-0.62	1	-10	1.5	1229	28%	.	26*	61*	27*	i	12	49%
COc1cccc(C(=O)c2c(C)c(CCC#N)n3ccccc23)c1OC	-0.6	1063	0.53	-0.36	0.44	0.92	7	24	0.71	1114	-2%	i	5.2	2.8	9.4	i	-4	11%
Cc1ccc(NS(=O)(=O)c2cccc(C(=O)Nc3cc(C)on3)c2)cc1	-0.6	534	-0.57	-0.2	0.61	0.14	10	-14	0.12	1168	-8%	i	4.2	3.0	3.6	i	5	-16%
CN1CCCC(OC(=O)c2cc(Cl)cc(Cl)c2)C1 (stereo unspecified)	6.7	959	0.054	-0.19	0.034	-0.55	2	-5	-0.27	1302	-15%	i	3.2	2.3	7.7	i	-8	-2%
CCOC(=O)Cn1nnnc1CN(Cc1ccc(OC)cc1)Cc1cc2cc(CC)ccc2[nH]c1=O	-0.4	1191	-0.97	-0.17	-0.59	2.7	6	-1	2.8	878	9%	i	1.7	2.1	14	i	25	6%
O=C(/C=C/c1ccccc1)NC(=O)c1ccccc1O	-0.1	1312	-1.3	-0.77	-0.93	0.64	.	.	0.08	1118	.	i	.	.	.	.	.	.
CCOC(=O)c1cc(-c2cccs2)nc2c1c(C)nn2-c1ccccn1	0.7	1142	1.1	-0.22	0.69	-0.98	69*	57*	-2	806	3%	i	1.3	2.0	0.1	i	15	0%
CCC(=O)N1CCC2(CC1)Oc1ccc(Cl)cc1C(=O)C21CC(c2cccnc2)=NO1 (stereo unspecified)	-0.7	1130	-0.61	-0.75	-0.22	0.63	.	.	-1.3	1063	.	i	.	.	.	.	.	.
COc1ccc(Cn2nnnc2CN2CCc3ccccc3C2)cc1	-3.7	1202	1.1	-0.26	0.63	-0.2	1	5	-0.85	941	9%	i	3.2	2.3	6.3	i	0	2%
Cc1ccccc1N(CC(=O)N1CCN(c2ccccc2)CC1)S(C)(=O)=O	2.0	1141	-1.1	-0.12	-0.68	0.31	8	20	-0.58	813	10%	i	2.6	2.1	7.3	i	-6	16%
c1ccc(CC(Nc2ccccn2)c2ccccc2)cc1 (stereo unspecified)	-0.7	1107	2	-0.2	1.2	-1.3	15	-21	-0.37	1146	11%	i	2.0	3.7	8.5	i	5	5%
CN(C)CC1(c2ccccc2)CCCC1	-1.4	1100	-1.3	-0.22	-0.29	0.65	15	22	0.4	1167	5%	i	7.1	2.2	4.8	i	-2	3%
CN(c1ccccc1)S(=O)(=O)c1ccc(C(=O)Nc2nnc(C3=COCCO3)o2)cc1	-1.0	1102	-0.23	-0.15	-0.44	0.011	3	9	0.16	1416	-53%	i	1.6	1.5	9.4	i	12	-37%
CCOC(=O)c1cnc(SCC(=O)N2CCOCC2)nc1N	0.7	1569	0.27	-0.11	0.18	-0.39	-13	1	0.43	1604	.	i	2.1	1.4	0.6	i	1	.
Cc1ncoc1C(=O)Nc1nccs1	-0.5	1413	-0.46	-0.4	-0.011	-0.058	-8	17	2.5	1321	8%	i	1.9	1.9	2.0	i	-5	13%
COc1ccc(C(CC(=O)O)NC(=O)c2cc3cc(Br)ccc3oc2=O)cc1OC (stereo unspecified)	-0.4	1066	0.46	-0.2	0.16	0.27	-29	-15	0.55	1378	-9%	i	2.7	2.4	5.7	i	0	5%
COc1ccc(-c2ccc(-c3noc(-c4ccccc4OC)n3)c(OC)n2)cc1	0.2	1059	-0.11	0.75	0.43	0.21	-1	-4	1.4	1747	11%	i	2.4	3.6	7.7	i	0	7%
O=c1c(Cc2ccccc2)c(O)ccn1Cc1ccco1	4.2	896	0.32	0.36	0.29	0.21	5	0	-0.01	1616	12%	i	1.6	1.9	9.8	i	20	16%
Cc1ccc(NC(=O)c2sc(Cl)nc2-c2ccccc2)cc1	-0.9	1231	-0.48	-0.23	0.094	0.21	3	5	-0.26	908	-4%	i	1.2	0.2	7.6	i	-9	-2%
COc1ccc(CN(Cc2ccccn2)C(=O)CN2C(=O)COc3ccccc32)cc1	-5.1	973	-0.19	0.082	0.14	0.6	-15	-2	-0.61	1095	5%	i	4.2	1.6	5.1	i	-7	5%
COc1ccc(S(=O)(=O)N2CCCC(C(=O)Nc3ccc4c(c3)OCCO4)C2)cc1 (stereo unspecified)	-2.1	1185	0.2	-0.19	-0.055	-0.39	18	-2	-1	1175	6%	i	3.5	1.1	7.0	i	0	9%
O=C(Nc1ccc(C(=O)Oc2ccccc2)c(O)c1)c1ccccc1	-0.1	1052	-0.83	-0.24	-0.69	1	17	-20	-0.5	1273	7%	i	2.8	1.8	4.9	i	-13	4%
CC1=CC(C)(C)N(C(=O)CSc2nnc(N)s2)c2ccccc21	0.4	1090	1.7	-0.22	0.94	-0.71	21	4	0.63	1466	15%	i	5.6	2.1	6.8	i	16	11%

Sorted by the number under Dynein cargo inh cytoplasmic EGFP (largest number first): three from the list above.
SMILES	Dynein cargo inh	Dynein cargo inh cytoplasmic EGFP	Dynein cargo inh nuclear GR-EGFP	Dynein cargo inh cell count	WT yeast gro inh mutant strain	human PMI inhibition	MT stabilize HCS Hoechst-high %	human PMI inhibitors
CC1=CC(C)(C)N(C(=O)CSc2nnc(N)s2)c2ccccc21	1.7	-0.22	0.94	-0.71	4	15%	2.1	11%
Cc1ccc(NC(=O)c2sc(Cl)nc2-c2ccccc2)cc1	-0.48	-0.23	0.094	0.21	5	-4%	0.2	-2%
Cc1ncoc1C(=O)Nc1nccs1	-0.46	-0.4	-0.011	-0.058	17	8%	1.9	13%

Rows were taken by chance; any-hit rate near 5%.
